High-throughput results: PubChem, several laboratories
PhoP inhibition: PhoP-dependent GFP reporter repression – Salmonella Typhimurium, primary screen (AID 1863) | S. Typhimurium PhoP-regulated promoter GFP reporter, 4 h; higher % means a stronger effect | one-dose inhibition, % at 50 µM; IC50 in µM for titrated hits | hit rate 0.16% among 300,000;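 active = inhibition over 29.93%, a cutoff 3 SD above the screen mean, later confirmed by dose response; inconclusive = inhibition over 29.93% but no dose response follow-up; inactive = inhibition at most 29.93% or unconfirmed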;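 also: 0% = low Mg2+ inducing control and 100% = high Mg2+ repressing control; strong numbers were not always called active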
Ins promoter up: MIN6 insulin promoter up-regulation | MIN6 insulin promoter-GFP reporter, high-content imaging; hits give high values | z-score at 5 µM | hit rate 0.3% among 190,000 | AID 1625;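 active = z-score above 3 at 5 µM with at least 500 cells counted in the well; inconclusive = wells under 500 cells, flagged as cytotoxic or low count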
human PMI inhibition: inhibitors of human PMI, primary screen, biochemical, fluorescence intensity, coupled assay (AID 1209); purified PMI enzyme, coupled fluorescence intensity; higher % means a stronger effect; one-dose inhibition, % at 20 µM; IC50 in µM for titrated hits; hit rate 0.42% among 190,000;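 also: plate controls were DMSO vehicle for no effect and wells lacking substrate for full effect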
ER stress rescue: protection against thapsigargin-triggered cell killing – 384-well, CSM14.1, ATP luminescence, primary screen (AID 1222). cellular ATP content (survival), % at 20 µM, or EC50 in µM where a hit was titrated. CSM14.1 thapsigargin-induced death rescue, ATP luminescence; higher % means a stronger effect. 190,000 tested, under 10 active;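 active = EC50 below 50 µM in the dose-response confirmation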;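 also: death triggered by thapsigargin at about 15 µM added after 2 h compound pretreatment; cell ATP read after overnight thapsigargin exposure of roughly 18 to 22 hours; normalized against plate controls of thapsigargin alone and 5% DMSO vehicle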
SV40 large T antigen: SV40 large T antigen inhibitors, biochemical (AID 1903); SV40 large T antigen ATPase/helicase inhibition assay; higher % means a stronger effect; inhibition, % at 20 µM, or IC50 in µM where a hit was titrated; hit rate 0.39% among 310,000; in the data active = a potency from the dose series; inconclusive = inhibition mostly from about 32% at the one dose, without a potency; inactive = the rest, 99 in 100 with inhibition below about 32%; also: strong numbers were not always called active
West Nile virus CPE: West Nile virus antiviral activity, cell-based, CPE readout (AID 1621); West Nile virus-infected cells, CPE inhibition; higher % means a stronger effect; one-dose CPE inhibition, % at 10 µM; IC50 in µM for titrated hits; hit rate 0.02% among 290,000; in the data active = a potency from the dose series; inconclusive = CPE inhibition mostly from about 3.7% at the one dose, without a potency; inactive = the rest, 99 in 100 with CPE inhibition below about 2.2%; also: strong numbers were not always called active
human PMI inhibitors: MPI inhibition at elevated mannose 6-phosphate – biochemical, fluorescence intensity, high mannose 6-phosphate, primary screen (AID 1220) | recombinant PMI enzyme, coupled fluorescence intensity; higher % means a stronger effect | hit rate 0.66% among 190,000 | one-dose inhibition, % at 20 µM; IC50 in µM for titrated hits
TNAP activation fold: human TNAP enzyme activators, primary screen, biochemical, luminescent, no phosphate acceptor, uHTS (AID 1001). purified TNAP, luminescent activation assay, no phosphate acceptor; higher activation fold means a stronger effect. activation fold at 20 µM, or EC50 in µM where a hit was titrated. hit rate 0.03% among 200,000; in the data active = activation fold from about 3, or a potency from the dose series; inactive = the rest, 99 in 100 with activation fold below about 1.6; also: many of its hits are not listed in these tables
RSV antiviral HEp-2: RSV antiviral activity via CPE protection, HEp-2 cells, primary 10 µM value included (AID 2391) | HEp-2 cells, RSV-induced CPE inhibition; higher % means a stronger effect | CPE inhibition, % at 10 µM; hits with a dose series show IC50 in µM | hit rate 0.13% among 310,000; in the data active = a potency from the dose series; inconclusive = CPE inhibition mostly from about 23% at the one dose, without a potency; inactive = the rest, 99 in 100 with CPE inhibition below about 21%; also: strong numbers were not always called active
Ins promoter up cell count: second read-out of Ins promoter up, no call of its own (marks repeat the call); cell count; measured here: cytotoxicity, nuclei count;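 total cells summed across four imaged fields per well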
The depositor's hits bear a star; ? = inconclusive; . = not tested or not shown. Rule as the data show it, unless noted: active = inhibition above about 50%; inactive = the rest. Compounds as they come, and some 1.5% of all compounds hit somewhere here.

Under each structure – PhoP inhibition | Ins promoter up | Ins promoter up cell count | human PMI inhibition | ER stress rescue | SV40 large T antigen | West Nile virus CPE | human PMI inhibitors | TNAP activation fold | RSV antiviral HEp-2
O=C(NCCCN1CCOCC1)c1ccc2c(c1)N(Cc1ccc(F)cc1)CCS2
    2% | . | . | . | . | 17% | 0.1% | . | . | -2.0%
Cc1ccc(N2C(=O)c3ccccc3C2Nc2ccccc2F)nc1 (centres undefined)
    -12% | 1 | 846 | 7% | 0.0% | 8% | -0.1% | 10% | 1.1 | 0.9%
C[C@H](N)c1nnc(SCc2ccc(Cl)cc2Cl)o1
    13% | -0.2 | 1368 | 1% | -1.2% | -1% | -0.6% | 2% | 1.1 | -0.4%
Nc1nc(SCC(=O)Nc2ccc3c(c2)CCC3)n[nH]1
    -5% | -0.01 | 1339 | -3% | -0.6% | 13% | -0.2% | -9% | 1.1 | 4.1%
COc1cccc(N2C(=O)CC(NNc3nc4ccccc4s3)C2=O)c1 (centres undefined)
    -1% | -0.22 | 1033 | . | . | 9% | 0.3% | . | . | 2.8%
Clc1ccccc1-c1nnc2sc(-c3ccc4c(c3)OCO4)nn12
    -6% | 0.16 | 1204 | 51%* | . | 24% | 1.2% | 2% | 0.9 | .
Cc1ccc(N2C(=O)CC(Sc3ccccc3C(=O)O)C2=O)cc1C (centres undefined)
    1% | 0.91 | 1673 | -6% | -0.7% | 16% | 0.6% | -12% | 0.9 | 0.7%
O=C(NCc1cccnc1)c1c(F)c(F)c(F)c(F)c1F
    0% | -0.12 | 1254 | 5% | -1.7% | 0% | 0.0% | 8% | 1.1 | 1.3%
O=C(O)c1ccccc1C(=O)Nc1n[nH]c(=S)s1
    7% | 0.67 | 1492 | 38% | -1.1% | 22% | 0.2% | -6% | 1.1 | 6.7%
CCOC(=O)n1c(=O)n(Cc2ccc(Cl)c(Cl)c2)c2ccccc21
    0% | -0.28 | 1717 | 14% | -0.8% | 18% | -0.2% | 12% | 1 | 15%
COc1ccc(NC(=S)NC(=O)/C=C/c2ccco2)cc1
    4% | -0.89 | 1235 | 12% | -8.5% | 6% | -0.8% | 9% | 1 | 0.1%
CCOC(=O)CC1C(=O)NCCN1S(=O)(=O)c1ccc(OC)cc1 (centres undefined)
    6% | -0.32 | 1311 | 2% | -0.7% | -14% | 1.9% | 0% | 1.1 | 1.6%
CC(C)(C)c1ccc(C2C(C#N)=C(N)Oc3n[nH]c(-c4cccnc4)c32)cc1 (centres undefined)
    5% | -0.18 | 835 | . | . | 27% | -0.1% | . | . | 1.4%
O=c1c2nncn2c2cc(C(F)(F)F)ccc2n1CCNc1ncc(C(F)(F)F)cc1Cl
    -4% | -0.69 | 1075 | . | . | 7% | -0.1% | . | . | 1.3%
O=C(CSc1nnc(Cc2ccccc2)o1)Nc1ccc(Br)cn1
    -1% | -0.18 | 1249 | 4% | 2.0% | 2% | -0.5% | 1% | 1.1 | 2.0%
CS(=O)(=O)N1CCN(C2C3CC4CC(C3)CC2C4)CC1 (centres undefined)
    10% | 0.67 | 1509 | . | -1.6% | 2% | -0.1% | . | 1.1 | -1.7%
CCCn1c(NC(=O)c2ccc(Cl)c(S(=O)(=O)N3CCCC3)c2)nc2ccccc21
    -6% | ? | . | 4% | 0.4% | 0% | 2.6% | 5% | 1.1 | 2.2%
COc1ccc(-c2oc3ccccc3c2C(=O)OCc2ccccc2)cc1
    -1% | . | . | . | . | 15% | 0.6% | . | . | 6.0%
CCOC(=O)C(C(C)=O)=C1SC2CS(=O)(=O)CC2S1 (centres undefined)
    13% | . | . | 2% | 1.3% | 1% | 0.3% | 6% | 1.1 | 1.4%
C#Cc1ccc([C@@H]2C=C(C(=O)N3CCOCC3)O[C@H](OCC)[C@H]2CCCO)cc1
    -1% | . | . | 8% | 4.4% | 5% | -0.1% | 7% | 1 | 0.1%
Cc1ccc(S(=O)(=O)N(C)C)cc1-n1c(SCC(=O)Nc2ccc(F)cc2)nc2ccccc2c1=O
    -18% | 2.4 | 1416 | 16% | 8.0% | -4% | -0.3% | 11% | 1.1 | 4.7%
O=C(Cn1nnc(-c2ccc3c(c2)OCO3)n1)N1CCOCC1
    5% | 0.14 | 1593 | 16% | -3.4% | 0% | 0.3% | 15% | 1.1 | 0.8%
CN(CCNC(=O)CN1CCN(Cc2ccccc2Cl)C1=O)Cc1ccccc1
    -7% | -0.35 | 829 | -10% | -2.3% | 5% | -0.4% | -4% | 1.1 | -0.6%
Cc1cccc(-c2noc(CN(C(=O)C(c3ccccc3)c3ccccc3)C(C)C)n2)c1
    6% | 0.2 | 988 | 10% | 2.3% | 1% | 1.3% | 14% | 1.1 | 7.8%
Fc1cc(F)cc(-c2oncc2-c2nnnn2-c2ccccc2)c1
    1% | . | . | -13% | -2.4% | 7% | 0.2% | -14% | 1 | -0.5%
Cc1ccc(C(C)C)c(OCC(=O)N/N=C2\CC(=O)CC(C)(C)C2)c1
    1% | . | . | . | . | 8% | -1.4% | . | . | 1.4%
Cc1ccc(N2C(=O)N(CC(=O)Nc3cc(C)cc(C)c3)C(=O)C2C)cc1 (centres undefined)
    4% | . | . | 18% | -2.0% | 2% | -1.4% | 19% | 1.1 | ?
COc1ccc(CNCCC(c2ccc(OC(C)C)cc2)c2ccccc2OC)cc1 (centres undefined)
    -3% | . | . | . | . | 19% | -2.8% | . | . | -2.2%
Cc1[nH]n2c(=O)cc(C(C)C)nc2c1-c1ccccc1
    -6% | -0.8 | 1327 | 0% | -0.7% | 10% | . | -3% | 1.1 | -1.7%
CN(C)CCCN(C(=O)c1ccc2c(c1)CCCC2)c1nc2c(F)cccc2s1
    -16% | -0.88 | 1454 | -20% | -2.9% | -3% | -0.7% | 35% | 1 | 1.2%
O=C(O)c1nc(NCc2ccccc2)ncc1Cl
    -40% | . | . | . | . | 22% | 0.3% | . | . | -0.3%
CC(C)C[C@@H](CO)N1CCN(Cc2cccnc2)CCC1=O
    7% | . | . | . | . | 5% | -0.1% | . | . | -1.1%
NC1=NC(=O)/C(=C/c2ccccc2OS(=O)(=O)c2ccc3ccccc3c2)S1
    -1% | -0.28 | 1501 | 4% | -0.3% | -1% | 0.7% | -8% | 1.2 | 0.9%
Cc1ccnc2ccc(SC(F)(F)F)cc12
    -8% | 0.54 | 1093 | -4% | -0.8% | 10% | 0.3% | 6% | 1.1 | 1.2%
CCOC(=O)N1CCN(C(=O)c2ccc3c(=O)n(Cc4ccccc4OC)c(=S)[nH]c3c2)CC1
    -13% | -0.25 | 1279 | 7% | -1.9% | 2% | -0.9% | 16% | 1.1 | 2.6%
CCCC(CCC(=O)Nc1ccn(-c2ccccc2)n1)C(=O)O (centres undefined)
    0% | . | . | . | . | 6% | 0.4% | . | . | 1.5%
CCNC(=O)CSc1nc2ccccc2c(=O)n1OC
    3% | 0.22 | 1184 | -9% | -1.4% | 6% | 0.1% | -6% | 1.1 | 0.3%
CC(NC(=O)c1cn(C)c2ccc(S(=O)(=O)N3CCCC3)cc2c1=O)c1ccccc1 (centres undefined)
    4% | . | . | . | . | 4% | -0.4% | . | . | 1.2%
O=C(COc1cc(Cl)c(Cl)cc1Cl)Nc1ccc([N+](=O)[O-])cc1Cl
    5% | -0.47 | 1454 | . | . | 5% | -0.9% | . | . | 0.3%
CN1CCN(S(=O)(=O)c2ccc([N+](=O)[O-])cc2)CC1
    -5% | . | . | . | . | 5% | -0.7% | . | . | 1.4%
O=S(=O)(Nc1nc2ccccc2nc1Nc1ccc(N2CCOCC2)cc1)c1cc(Cl)ccc1Cl
    11% | -0.18 | 923 | -10% | -1.0% | 16% | -0.5% | -14% | 1 | ?
Cc1ccc(CSCC(Nc2ccc(C(=O)O)cc2[N+](=O)[O-])C(=O)O)cc1 (centres undefined)
    6% | 0.35 | 987 | 8% | -3.8% | 5% | 0.6% | 8% | 1 | 0.1%
COc1cccc(N=Nc2c(N)[nH]n3c(=O)c4c(nc23)CCCC4)c1
    0% | 0.13 | 1337 | 10% | 4.3% | 0% | -1.1% | 35% | 2 | 0.3%
Cc1ccc(C2C3=C(CC(C)(C)CC3=O)N(CCN3CCOCC3)C3=C2C(=O)CC(C)(C)C3)cc1
    2% | 0.22 | 1654 | 0% | -1.7% | 13% | 1.3% | -2% | 1.3 | -0.8%
O=C(Nc1ccc(CN2CCCCC2)cc1)c1c(F)c(F)c(F)c(F)c1F
    -3% | . | . | 3% | -2.3% | 6% | -1.0% | 1% | 1.1 | -0.3%
O=C1N[C@@H](Cc2ccccc2)[C@@H](c2ccco2)O1
    -3% | 0.3 | 994 | . | . | 7% | -1.0% | . | . | 2.8%
O=C(COC(=O)c1cnccn1)Nc1ccc(Cl)cc1
    16% | . | . | -1% | -1.9% | -6% | 0.1% | -3% | 1.1 | 0.8%
CCNC(=O)COc1ccc(CC)cc1
    -9% | 0.29 | 1344 | -6% | -0.8% | 15% | 0.0% | -4% | 1 | 1.2%
O=C(CNS(=O)(=O)c1ccccc1)NCc1cccnc1
    -5% | 0.06 | 1426 | -14% | 0.8% | 6% | 0.5% | -12% | 1 | 0.9%
COc1ccc(-c2nc3c(-c4ccccc4)cnn3cc2C)cc1F
    -4% | -0.24 | 1442 | 5% | 1.2% | 5% | -0.3% | 2% | 1.1 | 1.5%
CC(=O)Oc1ccccc1C(=O)N(C1CCCCC1)C1CCCCC1
    3% | . | . | . | . | 5% | -1.6% | . | . | 3.8%
O=C1C(O)CC2c3ccccc3CC3(CCCC3)N12 (centres undefined)
    -16% | -0.8 | 932 | -8% | -0.7% | 37% | 0.0% | 7% | 0.9 | 1.5%
COc1ccc2c(c1)c(CC(=O)OCC(=O)N(C)C)c(C)n2C(=O)c1ccc(Cl)cc1
    -2% | . | . | . | . | 6% | 0.5% | . | . | 1.9%
CCN(CC)S(=O)(=O)c1ccc(N2CCc3cc(OC)c(OC)cc3C2)nc1
    11% | . | . | . | . | 6% | 0.5% | . | . | 9.5%
O=[N+]([O-])c1ccc2c(c1)/C(=N\O)c1ccccc1-2
    -6% | -0.4 | 995 | . | . | 21% | 0.8% | . | . | 16%

Compounds above that have a COOH group:
Under each structure – PhoP inhibition | Ins promoter up | Ins promoter up cell count | human PMI inhibition | ER stress rescue | SV40 large T antigen | West Nile virus CPE | human PMI inhibitors | TNAP activation fold | RSV antiviral HEp-2
Cc1ccc(N2C(=O)CC(Sc3ccccc3C(=O)O)C2=O)cc1C (centres undefined)
    1% | 0.91 | 1673 | -6% | -0.7% | 16% | 0.6% | -12% | 0.9 | 0.7%
O=C(O)c1ccccc1C(=O)Nc1n[nH]c(=S)s1
    7% | 0.67 | 1492 | 38% | -1.1% | 22% | 0.2% | -6% | 1.1 | 6.7%
O=C(O)c1nc(NCc2ccccc2)ncc1Cl
    -40% | . | . | . | . | 22% | 0.3% | . | . | -0.3%
CCCC(CCC(=O)Nc1ccn(-c2ccccc2)n1)C(=O)O (centres undefined)
    0% | . | . | . | . | 6% | 0.4% | . | . | 1.5%
Cc1ccc(CSCC(Nc2ccc(C(=O)O)cc2[N+](=O)[O-])C(=O)O)cc1 (centres undefined)
    6% | 0.35 | 987 | 8% | -3.8% | 5% | 0.6% | 8% | 1 | 0.1%
